Screening data as filed in PubChem BioAssay.
MLL CXXC-DNA inh: inhibitors of human MLL CXXC domain-DNA interaction | Q03164 | MLL-CXXC / FITC-HOXA9 DNA fluorescence polarization | Potency, µM (doses to about 115 µM), without a hit: at the highest dose activity change, negative = inhibition, usual class: inhibitors | 290,000 tested, 0.037% active | AID 2662; active means well fitted inhibition curve with a large enough effect in the polarisation, with a control signal flat, not every such curve was filed as active; inconclusive means small, poorly fitted or top-dose-only effect, or effect the other way, or a change in a side signal; inactive means no such curve, though single readings can be large or run the other way; the % refers to the polarisation
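Steps: dispense CXXC domain solution (7 uM) → pin compounds or unlabeled HOX-A9 DNA control → 5 min ambient → add FLSN-HOX-A9 solution (50 nM) → spin → 30 min ambient → fluorescence polarization. Tris pH 7.5/NaCl/DTT/BSA buffer.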
ELG1 genotox: genotoxicity induction in ELG1-luciferase HEK293T cells; HEK293T ELG1-luciferase reporter, luminescence, 16 h; Potency, µM (top dose mostly 46 µM), for inactives: top-dose activity change, positive = activation, hits mostly activators; 330,000 tested, 1.3% active; AID 504466; further: % of control where 0% means no effect; nearly all actives have a fitted effect of over 60% in size
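Genotoxicity was scored as increased ELG1-luciferase reporter signal, measured by ONE-Glo luminescence (30 min, room temperature). Compound or vehicle exposure of the HEK293T reporter cells lasted 16 hr at 37°C.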
uPA surface inh: blocks generation of uPA at the cell surface; cell surface uPA generation assay, qHTS; 330,000 tested, 0.31% active; Potency, µM (doses to about 38.3 µM), inactives show top-dose activity change, negative = inhibition, most hits filed as inhibitors; active means well fitted inhibition curve with a large enough effect; inconclusive means small, poorly fitted or top-dose-only effect; inactive means no such curve, though single readings can be large or run the other way; tested in mouse RAW 264.7 cells; further: on the % scale 0 is the no-effect control and ±100 the full control effect; nearly all actives have a fitted effect of over 55% in size
Rab9 promoter act: activators of Rab9 promoter; Potency, µM (highest dose often 9.22 µM), for the others: at the top dose activation, negative = inhibition, actives largely listed as activators; Huh7 Rab9 promoter-luciferase reporter, luminescence, 24 h; 320,000 tested, 2.8% active; further: % of control where 0% means no effect; nearly all actives have a fitted effect of over 60% in size
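Cell-based reporter: Huh7 stable for Rab9 promoter-driven luciferase, plated in reduced-serum medium with 10% FBS at 1500 cells/well, compound-treated 24 h at 37 °C, luminescence read after 10 min reagent.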
MBNL1-CUG inh: inhibitors of human MBNL1 binding to CUG repeat RNA. TR-FRET MBNL1-His/biotin-(CUG)12 binding, 665/545 ratio. 280,000 tested, 0.036% active. Potency, µM (doses to about 57.5 µM), without a hit: at the highest dose activity change, negative = inhibition, most hits filed as inhibitors. Q9NR56. AID 2675; active means well fitted inhibition curve with a large enough effect in the signal ratio, with a control signal flat, not every such curve was filed as active; inconclusive means small, poorly fitted or top-dose-only effect, or effect the other way, or a change in a side signal; inactive means no such curve, though single readings can be large or run the other way; the % refers to the signal ratio; further: on the % scale 0 is the no-effect control and ±100 the full control effect
Target sequence (Q9NR56 whole entry, looked up): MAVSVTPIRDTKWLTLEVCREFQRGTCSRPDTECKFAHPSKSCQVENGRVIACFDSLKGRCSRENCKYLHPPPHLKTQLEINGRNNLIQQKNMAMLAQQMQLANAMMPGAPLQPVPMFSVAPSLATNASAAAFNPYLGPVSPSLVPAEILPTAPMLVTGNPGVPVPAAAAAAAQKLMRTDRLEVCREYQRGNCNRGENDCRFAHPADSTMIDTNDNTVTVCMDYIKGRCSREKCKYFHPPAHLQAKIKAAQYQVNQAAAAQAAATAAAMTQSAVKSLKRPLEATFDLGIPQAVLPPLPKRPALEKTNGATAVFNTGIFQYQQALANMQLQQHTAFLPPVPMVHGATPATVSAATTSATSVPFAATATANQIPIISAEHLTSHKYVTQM
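Ratiometric TR-FRET (665 over 545 nm, excitation 340 nm) tracks disruption of MBNL1-His/biotin-(CUG)12 complex after 60 min at room temperature, with compounds at 92 nM to 58 uM final.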
p53 reactivator: mutant p53 re-activation in reporter cells | H1299 p53-A138V BP100-luciferase reporter, luminescence, 24 h | Potency, µM (doses to about 92.2 µM), without a hit: top-dose activity change, positive = activation, usual class: activators | 320,000 tested, 0.063% active; further: % of control where 0% means no effect; nearly all actives have a fitted effect of over 45% in size
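H1299 (p53-null), stable ts p53-A138V + BP100-Luc; 1000 cells/well, Opti-MEM/10% FBS; cpd 4 pt, 1:5; 24 h, 37 deg C, 5% CO2; detection reagent 10 min RT; luminescence.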
NPC1 prom act: activators of NPC1 promoter. Huh7 NPC1 promoter luciferase reporter, 24 h. Potency, µM (titrated, usually from 9.22 µM), inactives show at the top dose activation, most hits filed as activators. 320,000 tested, 2.4% active;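 further: % of control where 0% means no effect; nearly all actives have a fitted effect of over 60% in size; reporter is driven by a mutant NPC1 promoter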
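Readout is luciferase luminescence, reflecting NPC1 promoter activation in stably transfected Huh7 cells after 24 h compound exposure at 37 °C in reduced-serum medium with 10% FBS.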
VP16 counter: Gal4-VP16 reporter inhibition counter-screen | Potency, µM (highest dose often 53.6 µM), without a hit: at the highest dose activity, negative = inhibition, actives largely listed as inhibitors | AID 2546 | Drosophila S2 Gal4-VP16 UAS-luciferase, luminescence, 20 h | 310,000 tested, 3.5% active;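 further: Gal4-VP16 expression switched on by copper sulfate through the metallothionein promoter; on the % scale 0 is the no-effect control and ±100 the full control effect; nearly all actives have a fitted effect of over 50% in size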
RORg inh: inhibitors of mouse ROR gamma transcriptional activity; Drosophila S2 Gal4-RORgamma UAS-luciferase reporter, 20 h; 310,000 tested, 5.4% active; Potency, µM (top dose mostly 53.6 µM), for inactives: top-dose activity change, negative = inhibition, hits mostly inhibitors; AID 2551; P51450; further: on the % scale 0 is the no-effect control and ±100 the full control effect; nearly all actives have a fitted effect of over 60% in size
Target sequence (P51450 whole entry, looked up, the tested form may be a part): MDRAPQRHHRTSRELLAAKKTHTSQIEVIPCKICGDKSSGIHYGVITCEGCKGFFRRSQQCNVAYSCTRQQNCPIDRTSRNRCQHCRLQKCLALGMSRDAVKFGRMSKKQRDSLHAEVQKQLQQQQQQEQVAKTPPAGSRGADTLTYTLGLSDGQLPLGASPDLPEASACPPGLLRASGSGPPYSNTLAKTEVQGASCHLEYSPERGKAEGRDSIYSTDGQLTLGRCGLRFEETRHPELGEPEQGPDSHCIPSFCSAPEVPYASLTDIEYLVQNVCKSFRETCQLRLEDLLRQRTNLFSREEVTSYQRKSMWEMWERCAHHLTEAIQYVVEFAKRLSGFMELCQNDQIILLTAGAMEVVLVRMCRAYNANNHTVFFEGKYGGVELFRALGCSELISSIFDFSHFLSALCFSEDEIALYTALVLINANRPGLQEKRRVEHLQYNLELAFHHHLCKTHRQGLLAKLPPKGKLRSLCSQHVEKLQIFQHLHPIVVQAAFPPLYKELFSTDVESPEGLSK
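Stably transfected Drosophila Schneider cells are the test system, with ROR gamma fused to Gal4 and luciferase under UAS control; luminescence is read after 20 hr of 700 uM copper sulfate induction at ambient temperature.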
BRCA1 expr up: activators of BRCA1 expression. MCF7-BRCA1-FFLuc reporter, luminescence, 48 h; response scale: scaled: vehicle 0%, 10 µM genistein 100%. AID 624202. Potency, µM (series often up to 46.1 µM), inactives show top-dose activation, most hits filed as activators. 380,000 tested, 1.1% active; further: nearly all actives have a fitted effect of over 80% in size; some results filed as inactive show a strong effect at the top dose
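Cells: MCF7-BRCA1-FFLuc, 2000/well. Exposure: 48 h, 37 °C, 5% CO2. Read: luminescence, 15 min post-substrate. Controls: genistein 10 microM (maximal activation), DMSO (neutral).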
FLuc counter: firefly luciferase modulation, counter-screen for miR-21 project; P08659; purified FLuc, Km substrates, luminescence inhibition; Potency, µM (top dose mostly 57.5 µM), for inactives: at the highest dose activity change, negative = inhibition, most hits filed as inhibitors; 360,000 tested, 6.9% active;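 further: plate controls were vehicle for no effect and reference inhibitor for full effect; nearly all actives have a fitted effect of over 55% in size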
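Biochemical qHTS of compounds, final roughly 60 µM downward over six points, against 10 nM purified firefly luciferase using Km concentrations of substrates (10 uM D-luciferin, 10 uM ATP) in Tris acetate pH 7.5 buffer; luminescence output.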
* = called active by the depositor; ? = inconclusive; nt = not tested or not shown; & = joins results of further samples; [ ] = dose if it differs, or a comment. Unless noted, the call rests on the fitted dose curve; in most records, active means well fitted curve in the direction sought with a large enough effect; inconclusive means small, poorly fitted or top-dose-only effect, or another doubt; inactive means no such curve, though single readings can be large; an effect the other way counts as inactive or inconclusive. Potency means the concentration at half of the fitted maximal effect. Only part of the results is shown (hit frequency here may not be typical).

structure	MLL CXXC-DNA inh	ELG1 genotox	uPA surface inh	Rab9 promoter act	MBNL1-CUG inh	p53 reactivator	NPC1 prom act	VP16 counter	RORg inh	BRCA1 expr up	FLuc counter
CN1C(=O)/C(=C/c2ccc(O)c([N+](=O)[O-])c2)NC1=S	?	0%	4%	-8%	?	0%	-3%	-8%	-2%	5%	?
CC1CC(C)CN(C(=O)Cn2c(SCC(=O)N3CCc4ccccc4C3)nc3ccccc32)C1 (stereo not drawn)	8%	-6%	-5%	0%	-3%	-7%	-1%	-2%	?	-28%	1%
O=C1C[C@H]2[C@H](CO)[C@@H](OC(=O)c3ccc(-c4ccccc4)cc3)C[C@H]2O1	15%	16%	-5%	?	7%	8%	?	5%	24%	13µM*	5.4µM*
O=[N+]([O-])c1ccc(Sc2n[nH]c(-c3ccc(Cl)cc3Cl)n2)nc1	-2%	-1%	-8%	-6%	22%	15%	-2%	7.1µM*	0.89µM*	31%	-4%
N=C(N)CCCOc1ccccc1-c1ccccc1	-4%	1%	2%	-13%	nt	-5%	0%	-4%	-11%	-14%	6%
CCn1c(=NC(=O)c2ccc(S(=O)(=O)N(C)C)cc2)sc2cccc(OC)c21	-5%	-1%	-23%	-1%	-6%	-1%	-12%	-5%	0%	-4%	-6%
O=C(Cc1ccccc1[N+](=O)[O-])N1CCN(c2ccccc2F)CC1	3%	-2%	-1%	24%	?	?	7%	3%	?	28%	-12%
COCCn1c(SCC(=O)NNC(=O)Cc2ccccc2)nc2ccccc2c1=O	-7%	0%	3%	-5%	-1%	4%	-3%	0%	6%	12%	3%
N#C/C(=C\c1ccco1)C(=O)NCC1CCCO1 (stereo not drawn)	3%	10%	26%	15%	nt	?	3%	20%	35%	27%	-19%
O=C(Nc1ccccc1)/C(=C/c1cccnc1)NC(=O)c1ccco1	5%	4%	2%	-1%	?	-8%	-3%	10%	1%	-7%	-1%
OC(COc1cccc2ccccc12)CN1CCN(c2cccc(Cl)c2)CC1 (stereo not drawn)	3%	-3%	12%	-4%	-3%	8%	-5%	-9%	-17%	-14%	6%
COc1ccc(C)cc1NS(=O)(=O)c1ccc2c(c1)n(C)c(=O)n2C	-3%	7%	0%	-2%	-6%	-4%	0%	-5%[10 µM]	12%	-28%	0%&0%
O=Cc1ccc(-n2cncn2)cc1	-4%	-1%	3%	2%	9%	1%	-2%	3%	-1%	-9%	0%
O=C1CN(C(=O)c2ccccc2F)C(c2ccc(F)cc2)c2cc(Br)ccc2N1 (stereo not drawn)	10%	-5%	-7%	-1%	-1%	-4%	-1%	12%	50%	-49%	-1%
COc1cc(CC2COC(=O)C2(O)Cc2ccc(O)c(OC)c2)ccc1O (stereo not drawn)	29%	-8%	-23%	-24%	-11%	-2%	-23%	7.1µM*	?	14%	-1%
Fc1cccc(CNCC2CCCO2)c1 (stereo not drawn)	-4%	-2%	2%	4%	-3%	2%	8%	2%	-6%	1%	-5%
Cc1ccnn1CCC(=O)N1CCCC(CCC(=O)NCc2ccccc2F)C1 (stereo not drawn)	-7%	0%	nt	1%	8%	4%	-5%	-4%	34%	4%	-6%
O=C(CC1C(=O)NCCN1Cc1ccccc1C(F)(F)F)NCCc1ccccn1 (stereo not drawn)	?	2%	14%	-2%	7%	1%	1%	-2%	3%	-4%	-1%
CCCCCNCc1ccc(Cl)cc1	3%	2%	3%	0%	-10%	-2%	-1%	6%	1%	2%	0%
O=C(Nc1cccnc1)c1cccnc1	-1%	3%	nt	2%	-3%	-6%	-7%	-10%	-32%	15%	2%
Cc1cc(C)cc(Nc2nc(-c3ccc(S(=O)(=O)N4CCCC4)cc3)cs2)c1	8%	-14%	?	-8%	nt	3%	-10%	3%	16%[10 µM]	-46%	2%
COc1ccccc1Oc1nnnn1-c1ccc(C(N)=O)cc1	4%	-1%	nt	1%	-2%	-2%	1%	-5%	-4%	-7%	1%
Cn1ccnc1C1CCCCN1Cc1nc(Cc2ccccc2F)no1 (stereo not drawn)	-2%	0%	-1%	-7%	-9%	0%	-2%	9%	?	1%	1%
COc1ccc2c(c1)c(C(C)=O)c(C)n2-c1ccc(C(C)=O)cc1	1%	-21%	0%	-2%	-3%	-4%	10%	-10%	13%	-10%	5%
COCCn1nnnc1C(C(C)C)N1CCCC(C)C1 (stereo not drawn)	1%	1%	-3%	-2%	-22%	1%	-3%	1%	11%	-1%	0%
CC1=C(C(=O)Nc2cccnc2)C(c2ccc3c(c2)OCO3)C2=C(CCCC2=O)N1 (stereo not drawn)	6%	-6%	-3%	10%	2%	-5%	-3%	7%	-2%	-1%	2%
Cc1ccc(S(=O)(=O)N(Cc2c(F)cccc2Cl)C(=O)N2CCN(C)CC2)cc1	nt	1%	2%	-2%	nt	1%	0%	nt	nt	2%	2%
Cc1ccccc1NS(=O)(=O)c1ccc(F)cc1	5%	-4%	nt	1%	10%	8%	-2%	-5%	14%	-2%	5%
Cc1ccc(NC(=S)N(CCCN(C)C)Cc2cc3cc4c(cc3[nH]c2=O)OCO4)cc1	13%	15%	-1%	-3%	-8%	0%	-1%	0%	1%	15%	-1%
Cc1cc(C)nc(SCC(=O)N/N=C/C=C/c2ccccc2)n1	9%	-2%	2%	-2%	?	-7%	1%	?	-35%	5%	-6%
Cc1cccc(NC(=O)CN(C)C(=O)C2CCCC2)c1C	nt	1%	1%	0%	nt	-5%	5%	nt	nt	10%	-18%
CCOc1ccc(S(=O)(=O)N2CCOCC2)cc1NC(=O)CSCc1ccc(C)cc1	nt	-6%	2.5µM*	-20%	nt	-3%	-27%	nt	nt	-35%	0%
CCN(CC)CC(=O)NCc1cc(-c2ccc(OC)cc2)no1	-6%	1%	-11%	1%	3%	-7%	0%	1%	-8%	-21%	2%
CCOC(=O)N1CCN(C(=O)CCCn2c(=S)[nH]c3ccsc3c2=O)CC1	0%	0%	5%	-4%	-1%	-1%	-5%	-8%	-24%	-1%	-2%
Clc1cccc(OCCN2CCOCC2)c1	4%	0%	-1%	-4%	-4%	22%	2%	-1%	32%	21%	1%
COc1ccc(-c2nc(CS(=O)CC(=O)NCc3cccnc3)c(C)o2)cc1 (stereo not drawn)	1%	15%	-6%	-11%	-3%	7%	-5%	-5%	-7%	-6%	-7%
CC(C)(C)C(=O)N1CCn2c1nc1ccccc12	?	10%	-2%	0%	1%	11%	-7%	-6%	2%	19%	5%
CC(C)C1=NN2C(=N)CC(=O)N=C2S1	-5%	2%	-14%	-1%	-8%	4%	0%	-1%	-24%	-8%	0%
CC(NC(=O)CCc1nnc(C2(c3ccc(Cl)cc3)CCC2)o1)C1CC1 (stereo not drawn)	2%	8%	3%	1%	-6%	4%	-3%	?	33%	22%	-20%
O=C1CSC(c2cccnc2)N1CCc1ccccn1 (stereo not drawn)	-2%	-1%	-20%	-5%	-13%	-2%	-7%	11µM*	?	-2%	-5%
COc1ccc(NC(=O)CN2C(=O)C(c3ccccc3)=NC23CCCCCC3)cc1	25%	-6%	-3%	0%	3%	14%	-5%	1%	?	-43%	-2%
O=C(NCC1(N2CCCCC2)CCCCC1)C1CC(=O)N(c2ccc3c(c2)OCCO3)C1 (stereo not drawn)	5%	4%	-1%	1%	-2%	1%	3%	-5%	-5%	-16%	-8%
COC(=O)c1cc(C(=O)OC)cc(N2C(=O)CC(NNC(=O)c3ccc(C)cc3)C2=O)c1 (stereo not drawn)	1%	0%	3%	8%	-25%	-15%	4%	-26%	-1%	-17%	-2%
N=C1C2=C3Sc4ccccc4N3CCCC2=NN1c1cccc(S(=O)(=O)O)c1	0%	-1%	3%	-2%	-11%	-2%	-4%	-6%	15%	15%	19µM*
O=C(CSc1nnc(-c2ccncc2)o1)N1CCc2ccccc2C1	-23%	-7%	8%	2%	-8%	0%	1%	1%	12%	-1%	-2%
Cc1cc(C)cc(N(CC(=O)NC2CCCC2)C(=O)CCC(=O)Nc2cc(C)ccn2)c1	1%	-1%	-2%	9%	-5%	-4%	-1%	6%	-7%	-25%	2%
Cc1ccc(Nc2nnc(SC(C)C(=O)NC3CC3)s2)cc1 (stereo not drawn)	nt	-1%	5%	7%	nt	0%	0%	nt	nt	0%	-21%
Oc1ccc(N2CCN(c3nnnn3-c3ccccc3)CC2)cc1	3%	-2%	-17%	-2%	-2%	2%	10%	-5%	-14%	0%	0%
